Screening results: PubChem BioAssay, several laboratories
procasp3 activ = activators of human procaspase-3 | activation, % at 8.5 µM | actives 0.11% (n = 330,000) | P42574 | recombinant procaspase-3 D3A, Ac-DEVD-pNA absorbance 405 nm;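 active means activation above the mean of all tested compounds plus 3 SD, cut at about 21% in these data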;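 further: 0% = DMSO alone and 100% = DMSO wells spiked with extra 5 µM PC-3 D3A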
Target sequence (P42574 whole entry D9A/D28A/D175A): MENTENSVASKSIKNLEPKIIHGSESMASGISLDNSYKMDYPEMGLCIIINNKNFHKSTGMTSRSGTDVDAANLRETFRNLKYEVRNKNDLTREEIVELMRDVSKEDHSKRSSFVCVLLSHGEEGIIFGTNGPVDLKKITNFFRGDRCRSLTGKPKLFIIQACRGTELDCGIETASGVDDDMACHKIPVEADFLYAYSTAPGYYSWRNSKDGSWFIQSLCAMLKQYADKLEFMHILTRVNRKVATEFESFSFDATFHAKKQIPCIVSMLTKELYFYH
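material = Procaspase-3 D3A mutant | probe or stimulus = Ac-DEVD-pNA | compound = single dose, 8.5 µM nominal compound, 0.8% DMSO | timing = 1 h preincubation, 2 h reaction | measured by = 405 nm absorbance of p-nitroaniline, reads at 0 and 120 min | benchmarks = DMSO-only low control, 5 µM PC-3 D3A high control | repeats = singlicate, each compound tested once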
AGP1 TOR yeast = modulators of TOR pathway AGP1-GFP in S. cerevisiae; S. cerevisiae AGP1-GFP multiplex flow cytometry, 3 h; GFP as percent of DMSO wells; GFP response vs DMSO, % at 10 µM; actives 0.02% (n = 320,000);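 active means GFP response relative to DMSO above a set limit, near screen average plus 3 SD, cut at about 150% in these data; inconclusive means fewer than 70 cells counted for the yeast strain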;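 further: median GFP channel fluorescence of the gated AGP1 strain per well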
MEP2 TOR yeast = yeast TOR pathway MEP2-GFP modulation | GFP response vs DMSO, % at 10 µM | AID 2016 | S. cerevisiae MEP2-GFP strain, flow cytometry GFP, 3 h; 100% = DMSO control level | actives 0.51% (n = 330,000);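 active means GFP response versus DMSO above a set limit, roughly screen mean plus 3 SD, cut at about 180% in these data; inconclusive means fewer than 70 cells counted for a yeast strain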;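 further: median GFP fluorescence of the barcode-gated MEP2-GFP cells per well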
procasp7 counter = activates human procaspase-7, counter-screen for procaspase-3 activators | actives 0.093% (n = 330,000) | activation, % at 8.5 µM | recombinant procaspase-7, Ac-DEVD-pNA absorbance 405 nm; D23A/D198A/D206A triple mutant, cannot self-cleave; scale: DMSO 0, 5 µM enzyme 100 | P55210 | AID 463210;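 active means percent activation above the screen-wide mean plus 3 SD, cut at about 25% in these data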
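Detection: p-Nitroaniline absorbance at 405 nm, read at 0 and 120 min; system: Uncleavable procaspase-7 mutant enzyme; evaluation: % activation from two-timepoint absorbance difference, scaled to controls; times: 1 h enzyme–compound preincubation and 2 h substrate reaction, both 25 °C; buffer or medium: Zinc-free HEPES pH 7.4 with 300 mM NaCl, 0.01% Triton X-100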
LAP4 TOR yeast = yeast TOR pathway LAP4-GFP modulation. S. cerevisiae LAP4-GFP multiplex, flow cytometry GFP, 3 h; median GFP as percent of DMSO wells. AID 2023. GFP response vs DMSO, % at 10 µM. actives 0.34% (n = 320,000);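 active means GFP response vs DMSO above a set limit, about the screen mean plus 3 SD, cut at about 150% in these data; inconclusive means under 70 cell events counted for the yeast strain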
CIT2-GFP yeast = modulators of TOR pathway CIT2-GFP in S. cerevisiae | AID 2029 | S. cerevisiae CIT2-GFP strain, flow cytometry, 3 h; 100 means same as DMSO wells | GFP response vs DMSO, % at 10 µM | actives 0.065% (n = 320,000);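 active means GFP response relative to DMSO above a set limit, near the screen mean plus 3 SD, cut at about 150% in these data; inconclusive means Fewer than 70 cells measured for a yeast strain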;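 further: ratio of well median GFP fluorescence to mean of DMSO wells on the plate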
AHR activator = activates the human aryl hydrocarbon receptor; P35869; AHR-responsive luciferase reporter cells, luminescence; activation, % at 5 µM; actives 2.5% (n = 320,000); AID 2796; in the data active means activation above about 47%;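 further: 0% = vehicle wells and 100% = reference agonist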
Target sequence (P35869 whole entry, looked up): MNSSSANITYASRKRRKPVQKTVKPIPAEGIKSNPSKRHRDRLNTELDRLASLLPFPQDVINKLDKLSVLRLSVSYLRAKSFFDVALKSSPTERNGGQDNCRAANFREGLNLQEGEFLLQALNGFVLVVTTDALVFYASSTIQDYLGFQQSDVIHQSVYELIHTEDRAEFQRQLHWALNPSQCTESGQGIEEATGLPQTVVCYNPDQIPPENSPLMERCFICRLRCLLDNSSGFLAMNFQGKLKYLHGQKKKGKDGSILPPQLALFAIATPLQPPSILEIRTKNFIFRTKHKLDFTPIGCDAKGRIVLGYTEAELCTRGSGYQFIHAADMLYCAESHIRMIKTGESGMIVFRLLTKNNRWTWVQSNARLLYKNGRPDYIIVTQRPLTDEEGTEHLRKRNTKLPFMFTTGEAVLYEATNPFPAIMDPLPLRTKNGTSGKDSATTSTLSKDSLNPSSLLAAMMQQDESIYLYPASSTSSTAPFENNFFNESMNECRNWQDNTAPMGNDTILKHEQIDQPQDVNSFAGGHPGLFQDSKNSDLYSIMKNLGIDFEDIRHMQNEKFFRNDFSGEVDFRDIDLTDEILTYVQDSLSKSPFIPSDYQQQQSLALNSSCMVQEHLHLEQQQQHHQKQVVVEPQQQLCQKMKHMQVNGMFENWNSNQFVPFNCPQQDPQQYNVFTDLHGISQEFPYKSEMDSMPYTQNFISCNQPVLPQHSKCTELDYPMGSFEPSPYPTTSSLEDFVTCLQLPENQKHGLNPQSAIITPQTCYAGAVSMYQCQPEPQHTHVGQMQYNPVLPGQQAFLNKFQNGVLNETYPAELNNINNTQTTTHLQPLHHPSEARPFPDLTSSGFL
RPL19A TOR yeast = alters RPL19A-GFP fluorescence in TOR pathway yeast screen | S. cerevisiae RPL19A-GFP strain, flow cytometry, 3 h; stronger effect = lower value | AID 2025 | percent response vs DMSO, % at 10 µM | actives 0.3% (n = 330,000);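 active means percent response vs DMSO below 50%; inconclusive means fewer than 70 events counted for the yeast strain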;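 further: median channel GFP fluorescence of the barcoded RPL19A-GFP strain; ratio of sample median GFP to plate DMSO average so 100% = DMSO; lower means less RPL19A-GFP as with rapamycin TOR inhibition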
* = called active by the depositor; ? = inconclusive; / = not tested or not shown; [ ] = dose if it differs, or a comment.

SMILES	procasp3 activ	AGP1 TOR yeast	MEP2 TOR yeast	procasp7 counter	LAP4 TOR yeast	CIT2-GFP yeast	AHR activator	RPL19A TOR yeast
CCCCn1c(N)c(N(C)C(=O)c2c(C)nn(-c3ccccc3)c2C)c(=O)[nH]c1=O	6	109	102	-3	106	103	-1	101
Nc1nc(Nc2ccc(Cl)cc2)nc(NCc2ccco2)c1[N+](=O)[O-]	2	97	92	9	103	86	20	98
CS(=O)(=O)c1ccc(Cl)c(NC(=O)Cc2ccsc2)c1	-3	?	93	7	103	100	9	96
CCn1c(SCC(=O)N2CCCCC2)nc2c(c1=O)SCC2	-17	131	111	-10	145	118	0	112
CCOC(=O)N1CCC(NC(=O)C2=CCN(S(=O)(=O)c3ccccc3)CC2)CC1	-9	97	106	-1	109	89	2	94
CC1CCN(C(=O)COC(=O)C(C)N2C(=O)c3ccccc3C2=O)CC1 (stereo unspecified)	4	113	104	-6	105	98	0	110
O=C(NCC(=O)N1CCCC1)c1cccs1	9	120	174	6	152*	145	3	111
CC(=O)Nc1ccc(S(=O)(=O)NNC2=NS(=O)(=O)c3ccccc32)cc1	7	102	106	6	99	108	-1	105
CC(C)(C)C1CCc2onc(C(=O)Nc3cccnc3)c2C1 (stereo unspecified)	3	91	96	2	97	95	7	101
CCOc1cc(CNn2cnnc2)ccc1OCC(=O)NC1CCCCC1	6	106	102	5	107	106	10	102
c1ccc2c(CCNc3ncnc4nc[nH]c34)cccc2c1	-2	105	99	12	100	104	8	98
Cc1cc2ccccc2n2c(SCC(=O)N3CCc4ccccc4C3)nnc12	-2	95	104	8	98	97	0	104
O=C1CCCN1CCCNS(=O)(=O)c1ccc(F)cc1F	9	109	96	5	107	113	-2	98
O=C(CN1CCN(c2ccc(F)cc2)CC1)NCC1CCCO1 (stereo unspecified)	-6	68	108	3	98	96	-3	94
CC(=O)N1CCN(c2ncnc3ccccc23)CC1	-4	97	91	12	80	96	-1	101
Cc1c(C(=O)NCc2ccccn2)oc2ccccc12	1	103	106	-7	108	97	59*	102
O=C(NCc1ccco1)C1(S(=O)(=O)c2ccc(Cl)cc2)CC1	9	118	100	4	119	110	1	105
CNCCOc1ccc(Cl)c(Cl)c1	3	92	94	3	94	/	1	90
CCCCn1c(CCCNC(=O)CC)nc2ccccc21	-3	103	98	5	108	97	6	98
COc1cc(CNC2CCCCCCC2)cc(Br)c1OCC#N	-4	107	110	10	98	106	1	102

Single records (already shown). Order of screens: procasp3 activ, AGP1 TOR yeast, MEP2 TOR yeast, procasp7 counter, LAP4 TOR yeast, CIT2-GFP yeast, AHR activator, RPL19A TOR yeast
Record of `CCCCn1c(CCCNC(=O)CC)nc2ccccc21` → -3, 103, 98, 5, 108, 97, 6, 98
Record of `O=C(CN1CCN(c2ccc(F)cc2)CC1)NCC1CCCO1` (stereo unspecified) → -6, 68, 108, 3, 98, 96, -3, 94

Further compounds:
SMILES	procasp3 activ	AGP1 TOR yeast	MEP2 TOR yeast	procasp7 counter	LAP4 TOR yeast	CIT2-GFP yeast	AHR activator	RPL19A TOR yeast
O=C(NCCN1CCOCC1)c1ccc2c(c1)N(Cc1cccc(F)c1)C(=O)c1ccccc1S2	2	101	95	7	98	95	4	98
CCO[C@H]1OC(C(=O)NC2CC2)=C[C@@H](c2coc3ccccc3c2=O)[C@@H]1CCCO	3	101	105	-3	95	98	3	101
O=C1NC(=O)/C(=C\c2ccc(Br)o2)S1	-9	87	113	-17	121	99	0	108
COc1ccc(C(=O)N/N=C/c2c[nH]c3ccccc23)cc1	3	?	247*[may fluoresce violet]	0	?	?	56*	17*[may fluoresce violet]
CCCn1nnc(NC(=O)COc2ccc(CC)cc2)n1	3	92	105	8	90	95	-2	95
O=C(NNC(=O)C1CCN(S(=O)(=O)c2cccc(Cl)c2)CC1)C1CC1	2	107	102	16	112	98	0	100
Nc1nn(-c2ccccc2)c(N)c1N=Nc1ccccc1	-2	73	60	-6	85	85	21	90
CC(OC(=O)c1ccc(OCC2CCCO2)cc1)C(=O)N(C)Cc1ccccc1 (stereo unspecified)	-1	106	98	4	103	106	4	97
CCC(C)c1ccc(S(=O)(=O)N2CCN(C(C)C(=O)NC3CCCC3)CC2)cc1 (stereo unspecified)	12	120	111	-7	115	105	0	107
O=C(N/N=C/c1ccccc1C(=O)O)c1ccccc1Br	6	99	112	4	108	108	2	121
CC(C)(C)C1CCC(=NNC(=O)c2cc(-c3ccccc3)n[nH]2)CC1 (stereo unspecified)	2	101	104	-6	91	106	15	102
COC(=O)c1nn(-c2ccc(OC)cc2)c(=O)cc1NN	-6	98	107	1	88	/	-1	84
COc1cc(/C=C/C(=O)N2CCN(C)CC2)cc(S(=O)(=O)N2CCc3ccccc32)c1OC	1	26	125	7	91	99	2	62
O=S(=O)(c1cccc(Cn2nnc(-c3ccccc3)n2)c1)N1CCOCC1	5	85	96	0	88	83	1	97
CCOC(=O)N1CCN(C(=O)CN(C)S(=O)(=O)c2ccc(Cl)cc2)CC1	3	26[may fluoresce violet]	128[may fluoresce violet]	-4	81[may fluoresce violet]	?	0	60[may fluoresce violet]
CCC(C)NC(=O)Cn1cnc2sc(C)c(S(=O)(=O)N3CCCCC3)c2c1=O (stereo unspecified)	4	102	86	3	96	101	0	98
COc1cc(C)nc(N(Cc2ccccc2)S(=O)(=O)c2ccccc2)n1	4	107	105	-8	104	116	0	104
N#Cc1cnn2c(N)c(-c3ccc(Cl)cc3)cnc12	-1	93	95	2	97	/	-1	85
O=C(NCc1ccncc1)C(=O)Nc1ccc2c(c1)OCO2	-6	100	95	4	105	94	10	96
Cc1cccc(N(CC(=O)N/N=C/c2ccc(C(=O)O)cc2)S(=O)(=O)c2ccccc2)c1C	-4	116	104	-5	133	104	-2	104
Cc1ccc(C)c(N2CCN(S(=O)(=O)CC34CCC(CC3=O)C4(C)C)CC2)c1 (stereo unspecified)	2	96	103	4	91	95	4	100
O=C(NCCc1ccccc1)c1ccc(-c2ccccc2Cl)o1	-3	100	101	2	123	93	13	108
Cc1cc(=O)oc2cc(OCC(=O)N3CC(C)OC(C)C3)ccc12 (stereo unspecified)	3	91	97	6	95	105	2	100
O=C(COc1ccccc1F)NNC(=O)Cn1c(=O)cnc2ccccc21	6	96	100	-7	96	84	1	97
CC1CC(=O)Nc2ccccc2N1S(=O)(=O)c1ccccc1 (stereo unspecified)	-3	/	97	1	97	97	1	101
O=C(CSc1n[nH]c(=O)n1C1CC1)Nc1ccccc1	-4	109	105	3	100	103	1	108
Cc1cc(C)c(C)c(S(=O)(=O)N2CCN(C(=O)C3CSC4(C)CCC(=O)N34)CC2)c1C (stereo unspecified)	-5	107	100	3	111	92	4	100
CCOC(=O)C1=C(COC(=O)/C=C/c2ccc(O)c(OC)c2)NC(=O)NC1C (stereo unspecified)	7	104	98	3	103	99	0	97
Clc1ccc(Cn2c(-c3cccnc3Cl)nc3ccccc32)c(Cl)c1	-2	69	114	6	95	97	2	81
O=C(/C=C/c1ccccc1)N1CCN(S(=O)(=O)c2ccc(F)cc2)CC1	-10	96	103	2	102	100	1	98
Nc1ccc(-n2ccnc2)cc1	3	103	138	-2	112	96	34	100
CN(C(=O)CSc1nnc(CNC(=O)c2ccccc2)o1)c1ccccc1	4	96	89	3	88	99	3	97
CNC(=O)c1ccsc1NC(=O)c1ccc(S(=O)(=O)N2CCCc3ccccc32)cc1	9	100	98	3	101	96	-1	97
COc1ccc(-c2csc3ncnc(N4CCN(c5ccccc5O)CC4)c23)cc1	3	95	114	1	102	96	8	100
Cc1csc(N)n1	-8	77[may fluoresce red]	89[may fluoresce red]	1	420*[may fluoresce red]	78[may fluoresce red]	2	?
Cn1c(/C=N/n2cnnc2)nc2ccccc21	3	99	96	-1	97	95	5	95
Cc1n[nH]c(C)c1S(=O)(=O)NCCc1ccc(Cl)cc1	0	102	97	-12	95	106	5	106
COc1ccccc1NC(=O)CSc1nnc(-c2ccccn2)n1Cc1ccco1	-11	102	108	-6	102	97	-1	98
O=C(Nc1ccccc1Br)C1CCN(S(=O)(=O)c2cccs2)CC1	7	100	101	6	97	110	-4	103
Cc1csc(CNc2ncnc3ccc(-c4cccc(Cl)c4)cc23)c1	9	92	90	6	98	95	18	93
O=C(Nc1nc2c(s1)CCCC2)c1nn(Cc2ccccc2)c(=O)c2ccccc12	-12	95	97	-2	85	98	-1	94
COc1ccc(NC(=S)N2CCN(C/C=C/c3ccccc3)CC2)cc1	-3	103	105	-13	98	98	-1	104
COc1ccc(-c2[nH]n(-c3ccc([N+](=O)[O-])cc3)c(=O)c2C=NCc2ccc(F)cc2)cc1	2	79	86	3	87	107	4	117
COc1ccc(S(=O)(=O)Nc2cc3c4c(oc3c3ccccc23)CCCC4=O)cc1	0	108	109	0	103	108	48*	95
COCCn1nnnc1CN(Cc1cc2cc(OC)c(OC)cc2[nH]c1=O)C1CCCC1	-13	93	94	-21	89	95	5	91
O=C(CSc1nc2ccncc2[nH]1)Nc1ccccc1C(F)(F)F	2	/	86	7	89	91	1	89
CCCCNC(=S)NCCN1CCN(C(=S)NCCCC)CC1	-7	111	107	-4	115	103	1	107
Cn1c(=O)c2c(=O)cc(N)[nH]c2n(C)c1=O	-6	105	101	4	103	106	2	103
COc1ccc(CNCc2ccc(C)cc2)c(OC)c1	-2	107	105	-4	112	100	0	101
Cc1cccc(N2C(=O)c3cccnc3C2=O)c1	1	103	105	11	103	98	2	102

The list continues.
SMILES	procasp3 activ	AGP1 TOR yeast	MEP2 TOR yeast	procasp7 counter	LAP4 TOR yeast	CIT2-GFP yeast	AHR activator	RPL19A TOR yeast
CN(C)CCNc1ccc(Cl)cc1[N+](=O)[O-]	0	98	90	-7	84	100	1	96
CCOC(=O)N1CCN(C(=O)/C(=C/c2ccc(OC)cc2)NC(=O)c2ccccc2)CC1	0	103	99	2	99	102	4	104
O=C(Nc1ccncc1)C1CCN(S(=O)(=O)c2cccs2)CC1	4	97	94	5	92	90	4	106
C=CCn1c(C)cc(C(=O)COc2ccc(C)nc2[N+](=O)[O-])c1C	-20	95	94	-17	92	102	-8	97
O=S(=O)(Nc1ncccn1)c1ccc(NC(=S)N2CCN(c3cccc(C(F)(F)F)c3)CC2)cc1	-11	98	111	-11	113	99	-3	103
COC(=O)c1cc2oc3ccccc3c2n1CC(=O)Nc1ccccc1OC	4	103	101	10	105	104	5	98
N#C/C(=C(/O)c1ccc([N+](=O)[O-])cc1)c1nc2ccccc2[nH]1	13	108	97	-5	107	106	3	102
Cc1ccc(NS(=O)(=O)c2ccc(CCC(=O)NCCCOC(C)C)cc2)cc1	3	99	106	6	94	105	1	103
Cc1ccc(C)c(N2C(=O)c3cc(N4CCOCC4)c([N+](=O)[O-])cc3C2=O)c1	-6	99	104	9	97	113	-1	100
C/C(CC(=O)NCc1ccc(Cl)cc1)=N\NC(=O)c1ccccc1F	4	95	102	4	92	97	3	101
CC(C)n1c(=O)c2c(O)cc(=O)oc2c2ccccc21	-2	102	98	-8	109	77	17	95
